XIAP antagonists = XIAP antagonists, biochemical, IAP family, fluorescence polarization (AID 1018); E3 ubiquitin-protein ligase XIAP (Homo sapiens); displacement, % at 20 µM; hits with a dose series show IC50 in µM; XIAP BIR domain, fluorescence polarization peptide displacement; higher % means a stronger effect; 0.007% of 200,000 active; in the data active means displacement above about 50%; further: a part of the inactive calls stands beside numbers as strong as those of hits
PMI inhibitors = inhibitors of human PMI, primary screen, biochemical, fluorescence intensity, coupled assay (AID 1209); Mannose-6-phosphate isomerase (Homo sapiens); 0.42% of 190,000 active; purified PMI enzyme, coupled fluorescence intensity; higher % means a stronger effect; one-dose inhibition, % at 20 µM; IC50 in µM for titrated hits;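 further: plate controls were DMSO vehicle for no effect and wells lacking substrate for full effect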
KOR beta-arrestin-1 = KOR agonists, beta-arrestin recruitment, primary screen, cell-based, luminescence, uHTS (AID 1777); 0.02% of 280,000 active; one-dose activation, % at 10 µM; EC50 in µM for titrated hits; KOR beta-arrestin recruitment, luminescence; higher % means a stronger effect; in the data active means activation above about 50%, passing the limit was not always enough; further: a part of the inactive calls stands beside numbers as strong as those of hits
LYP inhibition = inhibitors of LYP phosphatase, biochemical, fluorescence intensity, uHTS (AID 1779) | 0.054% of 290,000 active | Tyrosine-protein phosphatase non-receptor type 22 (Homo sapiens) | recombinant LYP phosphatase, fluorescence intensity; higher % means a stronger effect | inhibition, % at 11.5 µM; hits with a dose series show IC50 in µM;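 further: plate controls were vehicle with enzyme for no effect and no enzyme for full effect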
NOD2 inhibition = NOD2 signaling inhibitors, cell-based, luminescence, uHTS, HEK293 (AID 1566) | HEK293 NOD2/NF-kB luciferase reporter, luminescence; higher % means a stronger effect | inhibition, % at 4 µM; hits with a dose series show EC50 in µM | 0.63% of 290,000 active; further: many of its hits are not listed in these tables
NOD1 NF-kB reporter = NOD1 signaling inhibitors, primary screen, cell-based, luminescence, uHTS (AID 1578) | NOD1-driven NF-kB luciferase reporter cells, luminescence; higher % means a stronger effect | inhibition, % at 4 µM, or EC50 in µM where a hit was titrated | 1% of 290,000 active; in the data active means inhibition mostly above about 36%, no sharp cut-off; inactive means mostly below about 34%;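 further: HEK-293T reporter cells stimulated with the NOD1 agonist gamma-tri-DAP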
human PMI inhibitors = human PMI inhibitors, high substrate, primary screen, biochemical, fluorescence intensity, high mannose 6-phosphate (AID 1220); Mannose-6-phosphate isomerase (Homo sapiens); inhibition, % at 20 µM; hits with a dose series show IC50 in µM; 0.66% of 190,000 active; recombinant PMI enzyme, coupled fluorescence intensity; higher % means a stronger effect
KOR beta-arrestin-2 = KOR antagonists, beta-arrestin recruitment, cell-based, luminescence, uHTS (AID 1778); inhibition, % at 10 µM; hits with a dose series show IC50 in µM; 0.091% of 290,000 active; KOR beta-arrestin recruitment, luminescence, antagonist mode; higher % means a stronger effect; further: strong numbers were not always called active
TNAP activation fold = human TNAP enzyme activators, primary screen, biochemical, luminescent, no phosphate acceptor, uHTS (AID 1001); 0.03% of 200,000 active; purified TNAP, luminescent activation assay, no phosphate acceptor; higher activation fold means a stronger effect; activation fold at 20 µM, or EC50 in µM where a hit was titrated; in the data active means activation fold from about 3, or a potency from the dose series; inactive means the rest, 99 in 100 with activation fold below about 1.6; further: many of its hits are not listed in these tables
Numbers without * were called inactive; · = not tested or not shown; [ ] = another dose, or the depositor's remark. Unless noted, no stated cut-off is given here; in the data, active means inhibition above about 50%; inactive means the rest. These rows are one share of the data (hit frequency here may not be typical).

SMILES	XIAP antagonists	PMI inhibitors	KOR beta-arrestin-1	LYP inhibition	NOD2 inhibition	NOD1 NF-kB reporter	human PMI inhibitors	KOR beta-arrestin-2	TNAP activation fold
CCOC(=O)c1cnc2c(Cl)c(Cl)ccc2c1NCCN1CCOCC1	·	·	-7.2%	59%*	15%	-10%	·	3%	·
CN(C)C(=O)OCC1COc2ccccc2O1 (stereo not given)	·	·	-1.9%	-4%	19%	-6%	·	16%	·
O=C(c1ccc(N2C(=O)C3CCCCC3C2=O)cc1)N1CCCCC1 (stereo not given)	-17%	-20%	6.7%	-1%	14%	-9%	-2%	-13%	1
COc1cc(S(=O)(=O)Nc2cccc(C)c2)ccc1NC(=O)c1cccnc1	-1.0%	17%	0.2%	-7%	2%	-6%	9%	21%	1.1
COc1cc(OC)cc(C(=O)NCC(=O)OCc2csc(-c3ccccc3)n2)c1	-8.7%	-16%	6.3%	-2%	-18%	-34%	10%	-28%	1.1
CC1CN(C(=O)c2ccc3c(c2)OCO3)CC(C)O1 (stereo not given)	-2.4%	11%	25%	-3%	2%	-1%	3%	-25%	1.1
CN(C)CC(O)COc1ccc(C(C)(C)c2ccc(OCC(O)CN(C)C)cc2)cc1 (stereo not given)	-3.7%	0%	5.0%	-2%	2%	-92%	-2%	-36%	1.1
Cn1c(=O)[nH]c2ccc([N+](=O)[O-])nc21	-18%	13%	-0.9%	0%	17%	-16%	18%	-23%	0.9
CC(=O)c1ccccc1NC(=O)CCCNC(=O)c1ccc(Cl)cc1	·	·	0.4%	-12%	-4%	17%	·	-38%	·
O=c1c(-c2n[nH]c(=S)o2)cccn1Cc1ccccc1	-4.2%	-20%	-7.1%	-1%	5%	-17%	-12%	-11%	1.1
c1ccc(N2CCN(c3nc4ccccc4n4cnnc34)CC2)cc1	-4.3%	6%	-8.4%	-6%	8%	4%	10%	28%	1.1
O=C1Oc2ccccc2C2(O)C3CCCCCC3C12 (stereo not given)	-3.5%	4%	-1.8%	-2%	20%	-5%	3%	25%	1.1
CCOc1ccccc1N1CCN(C(=O)c2cc[n+]([O-])cc2)CC1	-6.0%	8%	4.7%	-4%	3%	-6%	0%	-19%	1.1
Cc1ccc(CNC(=O)c2sccc2-n2cccc2)cc1	-0.3%	5%	5.2%	-2%	-1%	-15%	4%	-47%	1
COc1ccc(C(=O)Nc2cc(C)nc3ccccc23)cc1OC	-0.6%	-3%	1.1%	4%	15%	-12%	-6%	-32%	1.1
CN(C)/C=C1\C(=O)NN=C1C(F)(F)F	-3.2%	-5%	-1.8%	-8%	16%	-25%	1%	1%	1.1
Cc1cc([N+](=O)[O-])nn1CC(=O)NCc1ccco1	1.3%	-8%	-0.3%	-9%	12%	-28%	-2%	-6%	1.1
O=c1oc2cc(O)ccc2cc1-c1nc2c(s1)CCc1ccccc1-2	-4.9%	25%	6.0%	-20%	-6%	-34%	·	-15%	1.5
CN1CCN(c2ccc(Cl)cc2NC(=O)c2cccc(S(=O)(=O)N(C)C)c2)CC1	-12%	11%	4.2%	1%	-9%	18%	11%	-101%	1.1
CCc1ccc(C(=O)CC2(O)C(=O)N(CN3CCOCC3)c3ccccc32)cc1 (stereo not given)	-2.9%	-33%	2.9%	0%	4%	-20%	-11%	4%	1
Cc1ccc(S(=O)(=O)N(C)/C(=N/S(=O)(=O)c2ccccc2)c2ccccc2)cc1	-2.8%	10%	-3.8%	-4%	10%	6%	5%	17%	1
COC(=O)C(C)NC(=O)c1cn(-c2ccccc2OC)c(=O)c2ccccc12 (stereo not given)	·	·	1.9%	-5%	23%	-3%	·	36%	·
CN(C)c1ccc(/C=C(\NC(=O)c2ccccc2)C(=O)NCCCN2CCOCC2)cc1	·	·	4.1%	-3%	17%	-26%	·	-7%	·
CCCC1S/C(=N/N=C/c2cccs2)NC1=O (stereo not given)	-4.9%	-8%	4.8%	5%	-8%	-3%	-2%	2%	0.8
CCOC(=O)C1=CCN(Cc2ccccc2)CC1	·	·	3.4%	-7%	4%	-18%	·	-18%	·
COc1ccc(C2CC(c3ccccc3)=NN2S(=O)(=O)c2ccccc2)c(OC)c1 (stereo not given)	-5.3%	6%	-3.3%	9%	12%	-3%	6%	19%	1.2
C=CCOc1cc(C)nc(-c2ccccc2O)n1	-1.1%	-1%	-3.5%	-4%	5%	6%	1%	-28%	1.1
Nc1nc(Nc2ccc(Cl)cc2)n[nH]1	-6.3%	3%	-8.4%	-7%	0%	6%	-2%	-56%	1.1
O=C(/C=C/c1ccco1)Nc1ccccc1N1CCCCC1	-5.6%	13%	0.2%	-1%	11%	-15%	17%	4%	0.9
CSc1nc(C)c(C(=O)Nc2ccccc2)c(-c2ccco2)c1C#N	·	·	4.9%	5%	21%	0%	·	3%	·
O=C(NCc1ccc2c(c1)OCO2)c1cc2n(n1)C(C(F)(F)F)CC(c1ccc3c(c1)OCO3)N2 (stereo not given)	-7.0%	3%	1.2%	-4%	-29%	·	2%	1%	1.1
Cc1cc(OCC(=O)Nc2ccc(N3CCN(C(=O)c4ccco4)CC3)cc2)cc(C)c1Cl	-0.1%	8%	1.5%	1%	34%	21%	10%	-12%	1.1
COc1ccc(CNC(=O)c2cc(C(=O)C3CC3)c[nH]2)cc1	·	·	-4.4%	-13%	24%	4%	·	1%	·
COc1nc(NCc2ccco2)nc(NC2CCCCC2)n1	-1.3%	-9%	-1.1%	-3%	-14%	-35%	-11%	-12%	1.1
Cc1cccc(-c2nsc(SCC(=O)NCC3CCCO3)n2)c1 (stereo not given)	7.8%	5%	0.1%	-4%	-40%	-18%	-3%	20%	1.1
O=C(CNC(=O)c1ccccc1)Oc1ccc([N+](=O)[O-])cc1	·	·	-1.5%	-7%	-5%	4%	·	-3%	·
COc1ccc(C(=O)C[n+]2ccc(C)cc2)cc1	1.7%	-1%	-4.2%	-7%	13%	-5%	0%	12%	1.1
COc1ccc(OC)c(C2C(C(C)=O)=C(O)C(=O)N2CCN2CCOCC2)c1 (stereo not given)	-7.1%	-30%	3.2%	-2%	-9%	-2%	-32%	0%	1.2
CSCC[C@H](NC(=O)C1CCN(S(=O)(=O)c2ccc(C)cc2)CC1)C(=O)NCC1CCCO1 (stereo not given in full)	-3.9%	3%	54%	-6%	-1%	-23%	8%	-10%	1.1
CCCN(CCC)Cc1c(C(=O)N/N=C/C(C)=C\c2ccccc2)nnn1-c1nonc1N	·	·	-0.8%	7%	5%	-43%	·	-34%	·
CCCCCOP(=O)(OCCCCC)C1(NS(=O)(=O)c2ccccc2)C=CC(=O)c2ccccc21 (stereo not given)	-6.1%	32%	-1.4%	-5%	16%	1%	42%	12%	1
CCCCN(CC)CCNC(=O)c1cc2c(C)nc3ccccc3c2o1	-3.4%	-2%	8.1%	-6%	-1%	-10%	0%	13%	1
Cc1cccc(C(=O)OCC(=O)NC(=O)Cc2ccccc2)c1O	·	·	-1.8%	-7%	-1%	-22%	·	21%	·
O=C(NCCc1ccccc1)C1CCCN(S(=O)(=O)c2cccc3nsnc23)C1 (stereo not given)	-2.1%	3%	10%	0%	-12%	-40%	-1%	31%	1.1
O=C(CN(Cc1ccc(F)cc1)S(=O)(=O)c1ccccc1)N1CCCCC1	-3.6%	-22%	1.9%	-9%	15%	-1%	-13%	7%	1.1
O=C(CSc1nnnn1-c1ccccc1)Nc1ccc(Cl)cc1	-6.6%	-5%	9.3%	8%	-15%	19%	-6%	-39%	0.9
O=C(N/N=C\c1cccc(OC(=O)c2ccco2)c1)c1ccc2c(c1)OCO2	-1.1%	-8%	-0.6%	0%	-47%	-53%	-6%	-55%	1.1
COCCNC(=O)C(Cc1c[nH]c2ccccc12)NC(=O)OCc1ccccc1 (stereo not given)	·	·	8.7%	-8%	10%	1%	·	-35%[20 µM]	·
Cc1ccc(N2C(=O)CCSC23C(=O)Nc2ccccc23)cc1 (stereo not given)	-1.6%	6%	6.3%	2%	13%	-33%	-2%	-19%	1.1
COC(=O)c1cn(C(=O)c2ccco2)c2ccccc12	-1.4%	-5%	·	-2%	-9%	-27%	-6%	0%	1.1
COc1ccc(O)c(/C=N/NC(=O)c2ccc(CSc3nc(C)cc(C)n3)cc2)c1	-4.2%	0%	0.8%	-3%	33%	-5%	-12%	-18%	2.1
CCc1cc(C(N)=O)c(NC(=O)c2ccc(OC)cc2)s1	-5.6%	12%	2.7%	0%	-12%	-28%	12%	-2%	1.1
COc1ccc(NC(=O)C2CCCNC2=O)cc1 (stereo not given)	·	·	-0.5%	-4%	-7%	-12%	·	3%	·
Cc1cccc(C)c1NC(=O)c1ccccc1C(=O)O	·	·	1.9%	-5%	-12%	-36%	·	2%	·
O=c1cc(N2CCCC2)c2ccccc2o1	-5.7%	16%	1.4%	-7%	1%	-48%	21%	-22%	1.1
Cn1c(N/N=C/c2cc3ccccc3nc2Cl)nc2ccccc21	-4.9%	-33%	-3.4%	-5%	-51%	-79%	-15%	22%	1
CCCS(=O)(=O)c1snnc1C	0.5%	-36%	-0.1%	-3%	9%	-4%	-58%	-13%	1.1
Cn1c(=O)c2c(ncn2CC(=O)OCC(=O)NCc2ccc(Cl)cc2)n(C)c1=O	1.6%	4%	2.4%	24%	10%	-1%	1%	32%	1.1
CCOc1ccc(-n2c(N)c(C(=O)N3CCN(C)CC3)sc2=S)cc1	-6.3%	5%	-7.0%	-7%	-15%	-27%	8%	11%	1.1
O=C(C1CCN(Cc2cn[nH]c2-c2ccc(F)cc2F)CC1)N1CCOCC1	-2.3%	0%	-6.0%	-7%	2%	-6%	-6%	-15%	0.5
Nc1nc(NCc2c(F)cccc2Cl)nn1-c1ccccc1	-3.1%	4%	-1.5%	-6%	-11%	-27%	2%	4%	1.1
CCOC(=O)c1[nH]ncc1CN1CCN(Cc2ccccc2)C(CCO)C1 (stereo not given)	-4.0%	1%	0.5%	-7%	10%	-20%	-5%	-14%	1

Compound profiles (already shown). Screens in order: XIAP antagonists | PMI inhibitors | KOR beta-arrestin-1 | LYP inhibition | NOD2 inhibition | NOD1 NF-kB reporter | human PMI inhibitors | KOR beta-arrestin-2 | TNAP activation fold
Shown for `CCCS(=O)(=O)c1snnc1C` : 0.5% | -36% | -0.1% | -3% | 9% | -4% | -58% | -13% | 1.1
Shown for `CC(=O)c1ccccc1NC(=O)CCCNC(=O)c1ccc(Cl)cc1` : · | · | 0.4% | -12% | -4% | 17% | · | -38% | ·
Shown for `O=c1c(-c2n[nH]c(=S)o2)cccn1Cc1ccccc1` : -4.2% | -20% | -7.1% | -1% | 5% | -17% | -12% | -11% | 1.1
Shown for `O=C(C1CCN(Cc2cn[nH]c2-c2ccc(F)cc2F)CC1)N1CCOCC1` : -2.3% | 0% | -6.0% | -7% | 2% | -6% | -6% | -15% | 0.5
Shown for `O=C1Oc2ccccc2C2(O)C3CCCCCC3C12` (stereo not given) : -3.5% | 4% | -1.8% | -2% | 20% | -5% | 3% | 25% | 1.1

Single values from the entries so far.
Entry for CCCS(=O)(=O)c1snnc1C in LYP inhibition: -3%
Entry for CCOC(=O)c1[nH]ncc1CN1CCN(Cc2ccccc2)C(CCO)C1 (stereo not given) in KOR beta-arrestin-1: 0.5%

Compound activity deposited in PubChem by Sanford-Burnham Center for Chemical Genomics.
